BAZ2B inh: BAZ2B (human) inhibition | Q9UIF8 | AlphaScreen BAZ2B-H3K14Ac peptide displacement | Potency, µM (doses to about 114 µM), inactives show at the highest dose activity change, negative = inhibition, hits mostly inhibitors | 360,000 tested, 4.4% active | AID 504333; also: potency is read from the fitted curve at half-maximal effect; % is scaled to controls: 0 for no effect and ±100 for the full control effect; nearly all actives have a fitted effect of over 60% in size
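In this displacement format the biotinylated H3(5-23) peptide acetylated at Lys14 serves as ligand at 50 nM, with BAZ2B at 50 nM in PBS pH 7.4 containing 0.01% Tween-20. Donor and acceptor beads are 10 ug/mL final.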
PI4K2A block: blocks human PI4K2A kinase activity. Q9BTU6. purified PI4K2A, ADP-Glo luminescence, 1 h; active compounds read low. activity change, negative = inhibition, % at 76.9 µM. 420,000 tested, 0.13% active. AID 1346378; in the data active = activity change below about -50%; inconclusive = mostly about -30% to -49%;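 also: -100% = wells without enzyme as full effect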
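PI4K2A activity was measured by ADP-Glo luminescence: enzyme (4 ug/mL stock) and phosphatidylinositol (1.2 mM stock) in Tris pH 7.5/MgCl2/EGTA/Triton X-100 buffer were reacted with ATP (300 microM stock) for one hour at ambient temperature.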
PGK inhibitor: blocks T. brucei phosphoglycerate kinase. P07378. PGK/GAPDH coupled, Kinase-Glo luminescence, 60 min. Potency, µM (series often up to 57.5 µM), for inactives: top-dose activity change, negative = inhibition, hits mostly inhibitors. 380,000 tested, 0.043% active. AID 602233; also: potency is read from the fitted curve at half-maximal effect; % is scaled to controls: 0 for no effect and ±100 for the full control effect; nearly all actives have a fitted effect of over 60% in size
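Luminescent ATP detection (Kinase-Glo Plus) follows a 60-minute room-temperature incubation, with wells lacking PGK as controls. Buffer: 100 mM TEA (pH 7.6), 5 mM MgCl2, 0.01% Tween-20. Coupling enzyme GAPDH (100 nM final) supplies unstable 1,3-BPG in-well.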
JMJD2A Tudor: blocks the human JMJD2A Tudor domain. AlphaScreen JMJD2A-Tudor / H3K4me3 peptide binding. Potency, µM (series often up to 114 µM), inactives show at the top dose activity change, negative = inhibition, usual class: inhibitors. 390,000 tested, 4.4% active. AID 504339; also: potency is read from the fitted curve at half-maximal effect; % is scaled to controls: 0 for no effect and ±100 for the full control effect; nearly all actives have a fitted effect of over 50% in size
Target sequence (O75164 whole entry, looked up, the tested form may be a part): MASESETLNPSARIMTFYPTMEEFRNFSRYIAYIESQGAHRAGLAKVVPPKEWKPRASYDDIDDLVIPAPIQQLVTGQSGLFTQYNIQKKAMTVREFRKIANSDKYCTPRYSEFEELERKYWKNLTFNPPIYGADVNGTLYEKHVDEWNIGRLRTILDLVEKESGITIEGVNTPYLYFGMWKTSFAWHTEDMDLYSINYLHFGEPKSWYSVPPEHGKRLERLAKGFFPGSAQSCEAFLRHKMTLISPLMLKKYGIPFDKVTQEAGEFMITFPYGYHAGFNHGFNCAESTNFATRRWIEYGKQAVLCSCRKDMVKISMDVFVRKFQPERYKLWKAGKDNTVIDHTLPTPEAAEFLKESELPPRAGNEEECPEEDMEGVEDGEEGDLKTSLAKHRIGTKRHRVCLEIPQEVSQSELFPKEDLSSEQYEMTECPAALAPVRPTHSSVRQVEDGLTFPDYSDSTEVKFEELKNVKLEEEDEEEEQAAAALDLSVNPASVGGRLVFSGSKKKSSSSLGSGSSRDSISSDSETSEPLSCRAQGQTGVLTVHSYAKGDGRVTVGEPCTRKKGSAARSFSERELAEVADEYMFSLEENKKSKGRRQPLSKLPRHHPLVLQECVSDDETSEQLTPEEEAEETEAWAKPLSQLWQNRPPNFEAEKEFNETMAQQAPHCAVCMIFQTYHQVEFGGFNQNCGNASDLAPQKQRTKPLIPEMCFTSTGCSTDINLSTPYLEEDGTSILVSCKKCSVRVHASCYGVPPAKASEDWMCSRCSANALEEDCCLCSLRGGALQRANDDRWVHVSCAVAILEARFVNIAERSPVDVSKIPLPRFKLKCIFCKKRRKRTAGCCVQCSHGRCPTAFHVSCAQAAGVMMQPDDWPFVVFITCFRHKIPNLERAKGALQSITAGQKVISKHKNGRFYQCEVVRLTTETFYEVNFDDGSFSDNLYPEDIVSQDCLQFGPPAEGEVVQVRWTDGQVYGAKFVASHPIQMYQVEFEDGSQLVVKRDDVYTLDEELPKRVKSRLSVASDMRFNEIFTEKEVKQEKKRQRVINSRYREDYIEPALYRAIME
G9a block: blocks human histone lysine methyltransferase G9a; 350,000 tested, 8.8% active; Q96KQ7; Potency, µM (series often up to 102 µM), for the others: at the highest dose activity, negative = inhibition, usual class: inhibitors; G9a H3K9 monomethylation, AlphaScreen, 2 h; also: potency is read from the fitted curve at half-maximal effect; % is scaled to controls: 0 for no effect and ±100 for the full control effect; nearly all actives have a fitted effect of over 75% in size
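AlphaScreen read-out: biotin-H3K9 peptide (500 nM) methylation by 20 nM enzyme with 20 uM SAM, 2 h at room temperature after 15 min compound preincubation; anti-monomethyl H3K9 antibody plus donor/acceptor beads, 10 min dark.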
HP1b chromo inh: inhibitors of HP1-beta chromodomain binding to methylated histone tails; P83916; AlphaScreen HP1-beta / biotin-H3K9me3 peptide binding; Potency, µM (highest dose often 114 µM), without a hit: top-dose activity change, negative = inhibition, hits mostly inhibitors; 390,000 tested, 0.56% active; also: potency is read from the fitted curve at half-maximal effect; nearly all actives have a fitted effect of over 70% in size; inactives centre near 23
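HP1-beta protein (50 nM final) preincubated 30 min at room temperature with biotinylated H3(1-18)K9me3 peptide (50 nM) in PBS pH 7.4, 0.01% Tween-20, then compound added for 30 min. AlphaScreen streptavidin donor/nickel chelate acceptor beads (10 ug/mL final), 30 min dark, luminescence read.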
Pol eta inh: inhibitors of human DNA polymerase eta. recombinant Pol eta, fluorescent DNA replication assay. Potency, µM (series often up to 114 µM), inactives show at the top dose activity change, negative = inhibition, actives largely listed as inhibitors. 390,000 tested, 1.2% active; also: potency is read from the fitted curve at half-maximal effect; % is scaled to controls: 0 for no effect and ±100 for the full control effect
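Fluorescent replication assay: 50 nM final substrate added after a 15 min room-temperature compound preincubation with 10 nM enzyme. Signal taken at 0 min and again at 10 min.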
GLS inh: glutaminase GLS (human) inhibition; Potency, µM (doses to about 45.5 µM), for inactives: top-dose activity change, negative = inhibition, usual class: inhibitors; GLS enzymatic activity, qHTS titration; O94925; 410,000 tested, 0.21% active; also: potency is read from the fitted curve at half-maximal effect; % is scaled to controls: 0 for no effect and ±100 for the full control effect
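Two-point fluorescence kinetic (t0, 30 min RT) for hKGA; glutamate detected via glutamate oxidase–HRP–Amplex Red. Substrate: 1 mM L-glutamine solution; buffer 45 mM KH2PO4, pH 8.2.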
Pin1 inh: inhibitors of human Pin1. Pin1 FP peptide displacement, HiFluor488, 10 min. 390,000 tested, 0.009% active. Potency, µM (series often up to 115 µM), for inactives: at the highest dose activity, negative = inhibition, most hits filed as inhibitors. AID 504891. Q13526; active = well fitted inhibition curve with a large enough effect in the polarisation, with a control signal flat, not every such curve was filed as active; inconclusive = small, poorly fitted or top-dose-only effect, or effect the other way, or a change in a side signal; inactive = no such curve, though single readings can be large or run the other way; the % refers to the polarisation; also: potency is read from the fitted curve at half-maximal effect; % is scaled to controls: 0 for no effect and ±100 for the full control effect
* hit, by the source's call; i = inactive; ? = inconclusive; · = not tested or not shown; & = joins results of further samples; [ ] = remark or other dose. Unless noted, calls follow the shape of the dose curve; as a rule, active = well fitted curve in the direction sought with a large enough effect; inconclusive = small, poorly fitted or top-dose-only effect, or another doubt; inactive = no such curve, though single readings can be large; an effect the other way counts as inactive or inconclusive.

molecule	BAZ2B inh	PI4K2A block	PGK inhibitor	JMJD2A Tudor	G9a block	HP1b chromo inh	Pol eta inh	GLS inh	Pin1 inh
CN(C)c1ncc(S(=O)(=O)c2ccccc2)c(-c2ccc(Cl)cc2Cl)n1	4%	3	16%	-1%	·	59%[activator]	-24%	2%	4%
CC12CCC(C(=O)N(NC(=O)c3ccc(O)cc3)C1=O)C2(C)C (centres undefined)	10%	-2	-8%	-8%	26%	9%	2%	19%	-6%
O=C(Cc1ccccc1)Nc1ccccc1C(=O)Nc1ccccc1	7%	-2	-2%	-4%	-20%[59 µM]	28%	-21%	2%	-10%
CCCc1noc2c1/C(=N\O)CC(CC(C)SCC)C2 (centres undefined)	9%	9	-4%	-13%	13%[59 µM]	6%	-17%	12%	4%
COC(=O)NCC(c1ccco1)N1CCN(c2ccc(OC)cc2)CC1 (centres undefined)	·	1	-10%	-7%[11.4 µM]	?	59%[activator]	14%	10%	-2%
CNc1ccc2c3c(cccc13)C(=O)N(C)C2=O	11%	0	-10%	18%	-3%	63%[activator]	-31%	-1%	·
CCc1ccccc1N1CCN(S(=O)(=O)c2cc(OC)ccc2OC)CC1	10%	-9	-2%	-4%	-2%	38%	-2%	-15%	6%
Cc1ccc(CNC(=O)c2ccc(OCC3CCCO3)cc2)cc1 (centres undefined)	9%	-1	-5%	-2%	21%[59 µM]	36%	-22%	1%	0%
CCOc1ccc(NC(=O)NCCCN2CCCC2)cc1	-6%	4	6%	-17%	13%[12.7 µM]	9%	-4%	33%	-7%
CCOC(=O)c1ccc(NC(=O)c2cccnc2)cc1	28%	0	-7%	-5%	·	14%	15%	1%	3%
Cc1cnc(C(=O)OCC(=O)Nc2ccc(Cl)cc2)cn1	10%	-4	-1%	-1%	-12%[59 µM]	16%	-19%	14%	3%
C=CCNC(=O)/C(C#N)=C/c1ccccc1Cl	-13%	15	-4%	-16%	-6%	0%	-5%	-3%	-10%
C/C(=N\Nc1ccc(Cl)c(C(=O)O)c1)c1cccc([N+](=O)[O-])c1	-33%	-4	i	-22%	16µM*	51%[activator]	?	-5%	-2%
Cc1cccc(C)c1NC(=O)Cn1nnc(C(=O)Nc2ccc(F)cc2F)c1N	-26%	0	-5%	-28%	29%[59 µM]	12%	?	1%	-4%
O=C(CCSc1ccc(Cl)cc1)N1CCN(c2ncccn2)CC1	-5%	-1	10%	5%	-5%	27%	-1%	20%	-5%
CCOC(=O)N1CCc2c(sc3c2c(=O)n(-c2ccc(CC)cc2)c(=O)n3Cc2cc(C)ccc2C)C1	2%	-9	2%	-1%	-4%[59 µM]	43%[activator]	-4%	2%	1%
CC(C)CN(CCC(=O)O)CC(C)C	6%	-1	0%	1%	-54%	16%	6%	·	-1%
CCOC(=O)c1ccc(NC2c3ncccc3C(=O)N2Cc2ccc(F)cc2)cc1 (centres undefined)	?	-1	-8%	-20%	-11%[59 µM]	34%	-12%	-5%	0%
CCn1c(SCC#N)nc2cc(S(=O)(=O)N3CCOCC3)ccc21	-25%	8	-3%	-13%	2%	23%	8%	12%	1%
O=C(O)CNC(=O)CC1S/C(=N/N=C2/NC(=O)CS2)NC1=O (centres undefined)	20µM*	-8	-1%	22µM*	28µM*	2%	45µM*	16%	17%
COc1ccc(C2CC(Cn3cc(C#N)c(=O)n(C)c3=O)ON2C)cc1 (centres undefined)	-3%	1	-10%	-12%	12%	43%[activator]	2%	6%	-3%
COc1ccc(NC(=O)CCN2CCN(c3cccc(Cl)c3)CC2)cc1	-13%	0	·	-6%	3%[59 µM]	12%	·	3%	-15%
C=Cn1cc[n+](CC(=O)c2cccs2)c1	-17%	-1	-3%	-10%	22%	18%	-15%	1%	-7%
Cc1ccc(C(=O)NC(=S)NCc2cccnc2)cc1	?	-5	·	?	-24%	-10%	-10%	-1%	4%
COc1ccccc1NC1=Nc2cccc3cccc1c23	?	-4	-8%	?	?	-24%	-8%	1%	9%

(more compounds)
molecule	BAZ2B inh	PI4K2A block	PGK inhibitor	JMJD2A Tudor	G9a block	HP1b chromo inh	Pol eta inh	GLS inh	Pin1 inh
N/C(=N\OC(=O)CCCOc1ccccc1)c1ccccc1	141%[activator]	8	0%	86%[activator]	47%[59 µM]	149%[activator]	-14%	-2%	2%
COc1ccccc1Cn1cc(C(=O)c2ccccc2)c(=O)c2cc(OC)c(OC)cc21	-20%[57.1 µM]	4	-6%	-26%	1%[59 µM]	14%	-21%	0%	1%
COc1ccc(C)cc1NC(=O)C1CCN(S(=O)(=O)c2ccc3[nH]c4c(c3c2)CCCCC4)CC1	-15%	-1	-4%	-15%	-31%[59 µM]	14%	-7%	2%	13%
C/C(=N/NC(=O)c1ccncc1)c1ccc(NC(=O)c2ccc(Cl)cc2Cl)cc1	-10%	-4	i	-23%	-11%	43%[activator]	?	-8%	-3%
O=C(NCCN1CCCC1=O)Nc1ccccc1	-3%	5	-2%	-4%	24%[59 µM]	39%	0%	?	-10%
O=C(CN1CCN(c2ccc(Cl)cc2)CC1)Nc1ccc(F)c(F)c1	-2%&-2%	6&0	1%	-12%&-13%	-43%	11%&72%	-11%&-18%	16%&16%	4%&5%
Cc1nc(Nc2nc(CSc3ccc(Cl)cc3)cc(=O)[nH]2)nc2ccccc12	4%	4	-14%	-6%	3%[59 µM]	44%[activator]	-12%	-4%	1%
CCC(Sc1nc(C)cc(C)n1)C(=O)Nc1nccs1 (centres undefined)	?	0	3%	-7%	·	39%	-15%	1%	-10%
O=C(CN1CCN(S(=O)(=O)c2ccc(Br)s2)CC1)NCC1CCCCC1	·	0	8%	·	·	·	-5%	0%	·
O=C(NCCc1ccc(Cl)cc1)c1cc(-c2ccc(Cl)cc2)n[nH]1	-3%	-3	-4%	4%	5%[59 µM]	24%	5%	-1%	6%
O=S(=O)(NCC(c1ccco1)N1CCN(c2ccc(F)cc2)CC1)c1cc(F)ccc1F (centres undefined)	8%	-1	i	?	34%[59 µM]	17%	-16%	1%	-3%
COc1ccccc1NC(=O)CSc1nnc(CCNC(=O)c2ccc(C)cc2)n1C	-1%	-4	0%	1%	?	41%[activator]	-1%	3%	3%
O=C(c1ccco1)N1CCN(C(=O)C2CCCc3c2[nH]c2ccc(Cl)cc32)CC1 (centres undefined)	?	13	14%	-11%	?	20%	?	8%	1%
CNC(=O)c1c(NC(=O)c2ccc(N3C(=O)CCC3=O)cc2)sc2c1CCC(C)C2 (centres undefined)	·	4	2%	-12%	·	21%	-25%	-1%	1%
Nc1c(C(=O)N/N=C/c2ccc([N+](=O)[O-])cc2)cnn1-c1ccccc1	-15%	2	i	-10%	15%	36%	-10%	-7%	-6%
Nc1c(Cl)ncnc1N/N=C/c1cccc(O)c1	-24%	-8	-9%	-21%	31%[12.7 µM]	21%	-17%	13%	6%
CCn1c(SCC(=O)Nc2cccc(C)n2)nc2c1c(=O)n(C)c(=O)n2C	-11%	-2	2%	-21%	·	13%	-10%	1%	10%
Cc1onc(-c2c(Cl)cccc2Cl)c1NC(=O)NNc1ccccc1	-15%	-7	-4%	-16%	40µM*	63%[activator]	-3%	0%	-10%
Cc1cccc(N2C(=O)N(c3ccccc3C)C3CS(=O)(=O)CC32)c1 (centres undefined)	6%	3	-2%	-2%	4%[59 µM]	20%	-4%	-23%	5%
O=C(O)C1C(C(=O)O)C1(c1ccccc1)c1ccccc1 (centres undefined)	-6%	1	-10%	-3%	-5%[59 µM]	6%	-19%	1%	?
O=C(NC1CCCC1)c1c[nH]c2ccc(S(=O)(=O)Nc3cccc(C(F)(F)F)c3)cc2c1=O	·	-6	-9%	?	-44%[59 µM]	-24%	?	-20%	-2%
Cc1occc1-c1nnc(SCC(=O)NCc2cccs2)n1CC1CCCO1 (centres undefined)	46%[activator]	2	1%	-6%	-48%[12.7 µM]	30%	-22%	-2%	-3%
CCOC(=O)c1c(Cc2ccccc2)c[nH]c1C	-15%	0	-1%	-10%	56µM*	-13%	?	-11%	-2%
O=C(c1cnn2c(C(F)F)cc(C3CC3)nc12)N1CCCC1	8%	-3	-3%	-6%	-6%	22%	-4%	5%	0%
CCc1cccc(C)c1NC(=O)Nc1csc2c1CCCC2	-2%	-3	-1%	-15%	4%[59 µM]	13%	5%	-5%	-3%

Carrying on:
molecule	BAZ2B inh	PI4K2A block	PGK inhibitor	JMJD2A Tudor	G9a block	HP1b chromo inh	Pol eta inh	GLS inh	Pin1 inh
Cn1c(SCC(=O)Nc2ccccc2C(F)(F)F)nc2c(c1=O)SCC2	-18%	-2	i	-12%	2%	5%	-4%	0%	2%
Cc1ccc(S(=O)(=O)N2CCOCC2)cc1NC(=O)COC(=O)c1cnccn1	-15%	-5	i	-10%	?	35%	-5%	-3%	3%
COc1cccc(NC(=S)N(CCN2CCCCC2)Cc2ccco2)c1	-23%	5	-12%	-21%	-30%	13%	-13%	-9%	2%
CC1CCCN(C(=O)c2ccc(S(=O)(=O)N3CCC(c4nc5ccccc5s4)CC3)cc2)C1 (centres undefined)	·	-1	6%	-18%	·	15%	2%	2%	32%[activator]
COc1ccccc1NS(=O)(=O)c1cc(NC(=O)CCC(=O)c2cccs2)ccc1Cl	-34%	-1	6%	-22%	?	7%	-14%	3%	30%[activator]
CC(Oc1ccc(Br)cc1)C(=O)Nc1cc(Cl)ccc1N1CCN(C)CC1 (centres undefined)	?	-1	-1%	?	14%[2.33 µM]	-11%	-24%	5%	4%

Some of the compounds tested. The share of hits here may be higher or lower than overall.
